NR1D1 modulator = modulators of Rev-erb alpha DNA binding, primary screen, biochemical, FITC-DNA, fluorescence polarization, uHTS | Nuclear receptor subfamily 1 group D member 1 (Homo sapiens), P20393 | Rev-erbα–FITC-DNA binding, 90 min | activity, % at 10 µM | 370,000 compounds, 0.79% hits | AID 1259318, 2017;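 active = activity above about 14%, limit read from the data; passing the limit was not always enough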;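 also: 0% = DMSO wells with 35 nM protein and 100% = DMSO wells with 750 nM protein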
Target sequence (P20393 whole entry, looked up): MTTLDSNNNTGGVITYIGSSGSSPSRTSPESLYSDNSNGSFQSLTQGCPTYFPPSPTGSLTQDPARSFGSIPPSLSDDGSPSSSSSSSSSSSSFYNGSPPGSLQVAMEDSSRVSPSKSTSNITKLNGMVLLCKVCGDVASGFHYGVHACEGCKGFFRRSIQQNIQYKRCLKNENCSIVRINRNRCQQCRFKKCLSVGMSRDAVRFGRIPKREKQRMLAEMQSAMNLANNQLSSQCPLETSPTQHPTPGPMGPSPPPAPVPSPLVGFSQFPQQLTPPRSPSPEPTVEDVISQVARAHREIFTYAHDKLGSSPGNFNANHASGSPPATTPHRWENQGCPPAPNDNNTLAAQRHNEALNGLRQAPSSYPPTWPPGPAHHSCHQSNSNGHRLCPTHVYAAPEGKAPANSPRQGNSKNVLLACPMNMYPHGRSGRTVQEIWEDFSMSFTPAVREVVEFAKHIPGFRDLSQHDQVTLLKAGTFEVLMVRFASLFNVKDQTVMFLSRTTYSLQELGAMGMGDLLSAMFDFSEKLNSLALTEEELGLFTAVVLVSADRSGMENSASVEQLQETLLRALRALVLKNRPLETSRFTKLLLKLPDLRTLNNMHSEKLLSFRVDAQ
DAX1 inh-1 = DAX1 (NR0B1) inhibitors on StAR promoter, primary screen, cell-based, luminescence, SF-1 (NR5A1), full-length DAX-1 | HEK293T StAR-luciferase reporter, SF-1/DAX-1 repression relief | inhibition, % at 6.8 µM | 370,000 compounds, 1.1% hits | AID 652010, 2013;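 active = inhibition above the mean over all tested compounds plus 3 SD, cut at about 3.6% in these data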;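 also: 0% = DAX-1 cells with DMSO and 100% = cells lacking DAX-1 with DMSO; higher inhibition means more luminescence from relief of DAX-1 repression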
PLCb3 inh = human PLC-beta3 inhibitors, primary screen, biochemical, fluorescence. 1-phosphatidylinositol 4,5-bisphosphate phosphodiesterase beta-3 (Homo sapiens), Q01970. Purified PLC-beta3, fluorogenic substrate. inhibition, % at 12.2 µM. 370,000 compounds, 0.18% hits. AID 720704, 2013; in the data active = inhibition above about 11%;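 also: 0% = median of compound wells on plate and 100% = full blocker control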
ssDAF12 agonist = S. stercoralis DAF-12 nuclear receptor activators, primary screen, cell-based, luminescence, HEK293, GRIP1 co-expression, lit1-tk-luc; Nuclear hormone receptor DAF-12 (Strongyloides stercoralis); HEK293 ssDAF-12/GRIP1 lit1-tk-luc reporter; % of 3 µM dafachronic acid response; 370,000 compounds, 1% hits; activation, % at 6.8 µM; AID 652126, 2013;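 active = activation above the mean over all tested compounds plus 3 SD, cut at about 0.9% in these data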;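 also: 0% = DMSO-only wells and 100% = 3 µM delta7-dafachronic acid wells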
PG9 Ab binder = binders of HIV-1 gp120 antibody PG9, primary screen, biochemical, TR-FRET. HIV-1 gp120 / PG9 antibody interaction. TR-FRET gp120-PG9 antibody binding. inhibition, % at 6.7 µM. 360,000 compounds, 0.43% hits; in the data active = inhibition above about 8.5%
FXN GAA850 act = FXN promoter activators, primary screen, cell-based, luciferase luminescence, HEK293 lucGAA850; HEK293 lucGAA850 FXN promoter luciferase reporter, 24 h; percent of 10 µM SAHA response; activation, % at 6 µM; 360,000 compounds, 0.56% hits; AID 540364, 2011;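 active = activation above the average of all compounds screened plus 3 SD, cutoff fixed separately per campaign, cut at about 7.5% in these data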;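 also: 0% = DMSO wells and 100% = 10 µM SAHA wells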
DAX1 inh-2 = DAX1 (NR0B1) inhibitors, primary screen, cell-based, HEK293, Gal4-DAX1, luciferase luminescence; Nuclear receptor subfamily 0 group B member 1 (Homo sapiens), P51843; HEK293 Gal4-DAX1 luciferase reporter; inhibition, % at 6.75 µM; 340,000 compounds, 0.99% hits; AID 504766, 2011;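 active = inhibition above the mean over all tested compounds plus 3 SD, cut at about 4.2% in these data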;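 also: 0% = DAX1-transfected cells with DMSO and 100% = empty-vector control cells with DMSO; inhibition shows as a rise in luminescence from relieved DAX1 repression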
Target sequence (P51843 207-470 limits assumed): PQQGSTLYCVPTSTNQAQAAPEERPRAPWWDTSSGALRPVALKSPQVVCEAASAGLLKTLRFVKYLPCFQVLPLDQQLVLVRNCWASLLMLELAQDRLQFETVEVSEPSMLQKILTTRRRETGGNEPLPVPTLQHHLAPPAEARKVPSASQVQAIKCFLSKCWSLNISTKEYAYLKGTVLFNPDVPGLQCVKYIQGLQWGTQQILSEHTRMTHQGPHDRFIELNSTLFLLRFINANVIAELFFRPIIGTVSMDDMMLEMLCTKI
hcDAF-12 act = H. contortus DAF-12 nuclear receptor activators, primary screen, cell-based, luminescence, HEK293, lit1-tk-luc reporter. activation, % at 6.8 µM. 370,000 compounds, 1.4% hits. HEK293 hcDAF-12 lit1-tk-luc reporter; 0% DMSO, 100% Δ7-dafachronic acid. AID 652067, 2013;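 active = activation above the mean of all tested compounds plus 3 SD, cut at about 5.5% in these data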;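 also: 100% = response to 3 µM Δ7-dafachronic acid high control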
sPLA2-III inh = human group III sPLA2 inhibitors, primary screen, biochemical, QFRET, BODIPY PC-A2 liposome substrate; QFRET BODIPY PC-A2 liposome hydrolysis, fluorescence; Group 3 secretory phospholipase A2 (Homo sapiens), Q9NZ20; 370,000 compounds, 0.56% hits; AID 743126, 2013; inhibition, % at 12.2 µM;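 active = inhibition above mean plus 3 SD of compounds lying within the high and low control bounds, cut at about 19% in these data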;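 also: 0% = median of test compound wells and 100% = no enzyme DMSO wells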
SMARCA2 activ = SMARCA2 (BRM) function activators, primary screen, cell-based, luminescence, high throughput; 370,000 compounds, 1% hits; AID 652017, 2013; MG213 cells, MMTV-luciferase reporter, dexamethasone, overnight; activation, % at 9.1 µM; in the data active = activation above about 7.8%;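 also: 0% = vehicle wells and 100% = reference activator wells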
hgDAF-12 ag = H. glycines DAF-12 receptor agonists, primary screen, cell-based, luminescence, HEK293, GAL4 fusion, UAS-luciferase; Nuclear hormone receptor DAF-12 (Heterodera glycines), GAL4 fusion; HEK293 GAL4-hgDAF12 UAS-luciferase reporter, agonist luminescence; normalized to butyrate control; 370,000 compounds, 1.8% hits; activation, % at 6.8 µM; AID 687014, 2013;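 active = activation above a cutoff set at the mean of all screened compounds plus 3 SD, cut at about 10% in these data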;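 also: 0% = DMSO wells and 100% = sodium butyrate wells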
* marks the source's active call; other numbers are inactive results; . = not tested or not shown. Not a hit list; overall some 7% were active at least once.

SMILES	NR1D1 modulator	DAX1 inh-1	PLCb3 inh	ssDAF12 agonist	PG9 Ab binder	FXN GAA850 act	DAX1 inh-2	hcDAF-12 act	sPLA2-III inh	SMARCA2 activ	hgDAF-12 ag
Cc1cc(N)ccc1-n1nc2ccccc2n1	-1.3	0.0	-127.3	-1.7	2.4	-3.5	-1.6	-3.5	3.5	-2.3	-5.0
C=C1CCC[C@]2(C)C[C@H]3OC(=O)C(CN(Cc4ccc(OC)c(OC)c4)CC(C)O)[C@H]3CC12 (stereo not given in full)	4.8	-1.0	-8.5	-1.5	2.3	-2.1	-1.5	-1.5	11.3	0.3	-6.5
CC(NC(=O)c1ccc(Br)o1)c1ccc(-n2ccnc2)cc1 (stereo not given)	1.9	-0.8	1.4	-1.5	-0.8	-0.1	0.0	1.1	-0.1	1.1	-0.8
Cn1c(=O)c2c(nc(N3CCC(C(N)=O)CC3)n2CCSc2nc3ccccc3s2)n(C)c1=O	-3.5	-0.6	-12.7	-0.3	1.4	2.6	-1.9	-0.7	0.6	-2.5	1.0
COC(=O)[C@]1(C)N[C@H](CN(C)C(=O)c2ccc(C(C)(C)C)cc2)[C@@H]2C(=O)N(Cc3ccccc3)C(=O)[C@@H]21	9.1	-0.3	4.2	-0.6	0.4	0.3	0.8	-1.0	1.1	0.8	-1.5
CC(C)/C=C/C(=O)N1CCC(N2CCC(C(=O)NCc3ccccn3)CC2)CC1	1.0	0.0	-27.0	-0.6	-1.3	0.5	0.4	0.2	-1.3	-2.0	1.0
CC12CCC(C(=O)C1)C1(C)CCCC(=O)C21 (stereo not given)	1.5	-0.1	3.4	-1.2	2.1	-0.5	-0.8	0.0	1.2	-2.4	0.1
CC(=O)NCCc1ccc(C(=O)CSc2nnc(C3CC3)n2C2CC2)cc1	0.5	4.5*	2.8	-0.8	-0.7	-1.6	0.7	3.2	-1.4	-0.8	1.8
CCOC(=O)Cc1csc(NC(=O)CSc2nc(-c3ccccc3)c(C#N)c(=O)[nH]2)n1	-1.1	0.5	-10.1	-1.3	0.2	-2.0	0.3	-1.7	-34.1	-3.7	3.0
CCOc1ccc(-c2nnc(N3CCCCC3)c3ccccc23)cc1	-5.6	0.2	-9.5	-1.4	-1.2	2.0	-0.1	1.3	-11.0	-2.9	-1.3
Cn1cc(C(=O)C(=O)NC2CCCCC2)c2ccccc21	-0.1	1.3	-5.4	0.4	-0.8	3.8	1.0	0.2	-4.0	4.0	4.3
COc1cccc(N(C(=O)Cn2nnc(-c3ccc(F)cc3)n2)C(C(=O)NCC2CCCO2)c2ccc(Cl)cc2)c1 (stereo not given)	-1.4	-0.4	0.0	-1.4	-1.6	1.4	-0.2	1.1	-6.8	2.8	-0.7
CCc1ccc(Nc2nc3ccccc3c(=O)s2)cc1	7.5	-0.3	5.6	-0.7	-1.8	1.5	-1.4	-2.8	6.6	-0.3	-2.0
CC(c1ccco1)N(C(=O)c1cccc(Br)c1)c1ccccn1 (stereo not given)	0.5	-0.2	-2.9	-0.9	-0.4	0.2	0.4	-2.0	5.6	-2.7	-0.6
CC[C@]12c3[nH]c4ccccc4c3CCN1C(=O)C(CC(=O)NCCc1ccccn1)C[C@@H]2C(=O)N1CCN(C(=O)c2ccco2)CC1 (stereo not given in full)	-0.2	-1.1	-0.8	-1.7	-0.6	0.1	-2.5	0.1	12.4	-2.7	-0.2
COc1ccc2c(c1)Cc1sc(NC(=O)c3cccs3)nc1-2	-9.1	0.7	-69.2	-0.3	-2.4	2.6	0.5	3.3	-0.5	0.4	7.8
CC[C@H](C)[C@H](NC(N)=O)C(=O)NCCc1ccc(Cl)cc1Cl	-5.2	-0.1	3.7	-1.7	-0.3	1.0	.	-0.7	0.9	-3.1	-2.0
Cc1ccc(/C=C/C(=O)OC(C)C(=O)Nc2ccc(Cl)cn2)o1 (stereo not given)	7.2	-0.2	-16.1	-0.8	-1.2	2.6	-0.5	1.3	-17.2	0.2	0.6
O=C(c1cccc(Cl)c1)N1CCN(Cc2ccncc2)CC1	4.6	-0.8	-0.1	-1.1	1.7	1.7	-1.0	0.6	4.8	1.3	0.0
O=C(C1=C(O)C(=O)N(Cc2cccnc2)C1c1cccc(Oc2ccccc2)c1)c1ccco1 (stereo not given)	-5.6	-0.8	-16.1	-0.9	12.9*	1.4	-0.7	-0.6	-5.2	-0.6	5.0
Cc1ccc(OCCC(=O)Nc2ccc(S(=O)(=O)Nc3nccs3)cc2)cc1	1.3	-0.4	-4.6	-1.1	-2.1	1.9	-0.6	0.0	-32.2	-0.7	-0.3
O=C1N[C@@H](Cc2ccccc2)COC(=O)[C@H](Cc2ccc(F)cc2)CC/C=C/C[C@H]1CC(=O)N(CCO)Cc1ccccc1	0.7	-1.0	1.7	-0.9	0.2	-1.8	-1.8	-0.7	-45.1	0.6	-1.9
CC(=O)Nc1ccc(S(=O)(=O)N/N=C/c2ccc(C)o2)cc1	-9.5	-0.5	-6.3	-1.1	-4.2	4.7	0.0	-1.5	0.9	-0.8	1.2
O=C(O)c1ccc([N+](=O)[O-])cc1-c1cc([N+](=O)[O-])ccc1C(=O)O	1.6	-1.7	1.9	-1.1	-1.2	-0.6	1.4	-1.3	-10.2	4.5	-4.6
CCCC(=O)NCc1nc2ccccc2n1CC(=O)c1ccccc1	0.3	-0.2	-5.0	0.1	-1.7	1.3	0.8	-0.8	1.4	-1.5	-1.2

Look-ups from the entries so far:
FXN GAA850 act with CCc1ccc(Nc2nc3ccccc3c(=O)s2)cc1 = 1.5
hcDAF-12 act with O=C(C1=C(O)C(=O)N(Cc2cccnc2)C1c1cccc(Oc2ccccc2)c1)c1ccco1 (stereo not given) = -0.6
DAX1 inh-2 with CCOc1ccc(-c2nnc(N3CCCCC3)c3ccccc23)cc1 = -0.1
NR1D1 modulator with CC(=O)Nc1ccc(S(=O)(=O)N/N=C/c2ccc(C)o2)cc1 = -9.5

(further entries)
SMILES	NR1D1 modulator	DAX1 inh-1	PLCb3 inh	ssDAF12 agonist	PG9 Ab binder	FXN GAA850 act	DAX1 inh-2	hcDAF-12 act	sPLA2-III inh	SMARCA2 activ	hgDAF-12 ag
CCOc1ccccc1C(=O)N1CCCCC1C (stereo not given)	8.1	0.0	1.5	-1.5	-0.7	2.5	0.0	-2.1	-1.8	-0.7	1.0
CCOC(=O)CN1CC(C)(C)N(CC(=O)OCC)CC1(C)C	-5.4	0.1	2.3	-0.9	-2.1	0.1	1.1	-1.4	3.1	-2.5	2.9
CCN(c1ccc(OC)cc1)S(=O)(=O)c1ccc2c(c1)CCN2C(=O)CCC(=O)O	-4.0	-0.5	-0.3	-0.2	-0.7	1.2	-0.2	-1.6	2.7	0.0	3.5
CCOC(=O)C(C(=O)OCC)C(C(=O)OCC)N1CCOCC1 (stereo not given)	0.5	1.6	-1.7	-1.0	0.4	2.9	-0.1	0.5	7.4	2.8	-0.9
CCOC(=O)[C@]12CCCC=C1N(Cc1cccc3ccccc13)C(=O)[C@H](CC(=O)N1CCN(C(=O)C3CC3)CC1)C2	-1.2	-0.9	4.3	-1.4	0.1	.	.	-1.5	-13.8	-4.4	-5.2
Cn1c(N)c(C(=O)COC(=O)/C=C/c2ccc(F)cc2)c(=O)n(C)c1=O	-6.4	-3.2	-5.0	-1.1	-3.5	-0.9	0.4	-1.1	-2.1	-4.6	1.4
Cc1cccc(CSc2ccc3nnc(-c4cccnc4)n3n2)c1	0.9	-0.6	-3.8	-1.0	-0.3	3.5	-0.8	-1.4	9.1	-0.8	0.4
CCOC(=O)c1cccc(NC(=O)CCNS(=O)(=O)c2cccc3nonc23)c1	5.2	0.0	-8.3	-1.1	0.9	-1.8	-0.7	-1.0	-2.4	-1.3	0.0
Cc1ccc(-c2ccc(=O)n(CC(=O)NCCCN3CCCCC3C)n2)cc1 (stereo not given)	1.1	0.0	-6.6	-1.0	-1.9	-1.8	0.8	-0.7	1.0	-1.0	-1.5
Cc1cccc(Cc2nnc(CCC(=O)NCc3cn4ccccc4n3)o2)c1	1.5	-0.3	-2.3	-1.6	1.5	0.2	-1.1	-1.6	1.0	-3.8	3.2
COc1ccc(N(CC(=O)Nc2c(C)n(C)n(-c3ccccc3)c2=O)S(=O)(=O)c2ccc(C)cc2)cc1	12.2	-1.1	3.8	-0.6	0.6	2.7	-0.5	-1.5	0.0	-2.5	0.2
Cc1ccccc1-c1cc(C(=O)NCc2ccc(OC(F)(F)F)cc2)n(CC2CC(c3cccnc3)=NO2)n1 (stereo not given)	-1.9	-0.6	1.1	-1.4	1.1	-1.4	-1.1	-3.4	-20.6	0.4	-1.6
CCOc1ccc(N(CC(=O)N/N=C/c2cccnc2)S(C)(=O)=O)cc1	4.3	-0.3	-1.8	-1.8	-1.7	-0.1	3.8	0.7	2.9	3.2	-2.1
COc1ccccc1NC(=O)Cc1csc(N)n1	-1.9	0.8	0.2	-1.1	-0.3	-0.3	-0.7	0.1	-1.8	2.8	0.1
COc1ccccc1NS(=O)(=O)c1cccc(C(=O)OCC(=O)NC2CC2)c1	-0.9	0.1	1.6	-0.9	1.7	0.1	0.5	-1.7	4.2	0.1	-1.6

Fetched by structure from the entries so far, 2 records:
SMILES	NR1D1 modulator	DAX1 inh-1	PLCb3 inh	ssDAF12 agonist	PG9 Ab binder	FXN GAA850 act	DAX1 inh-2	hcDAF-12 act	sPLA2-III inh	SMARCA2 activ	hgDAF-12 ag
O=C(O)c1ccc([N+](=O)[O-])cc1-c1cc([N+](=O)[O-])ccc1C(=O)O	1.6	-1.7	1.9	-1.1	-1.2	-0.6	1.4	-1.3	-10.2	4.5	-4.6
CC(=O)Nc1ccc(S(=O)(=O)N/N=C/c2ccc(C)o2)cc1	-9.5	-0.5	-6.3	-1.1	-4.2	4.7	0.0	-1.5	0.9	-0.8	1.2

Compound activity (PubChem)
